Screening data deposited in PubChem BioAssay by Sanford-Burnham Center for Chemical Genomics.
MIN6 prolif: inducers of beta-cell replication in MIN6 cells | MIN6 cells proliferation, ATPlite luminescence, 48 h; cells starved in 0.2% serum; 100% = growth in 10% serum | proliferation, % at 10 µM | 330,000 tested, 0.29% active;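 active = compounds whose signal lies at least 3.5 SD above the mean of all wells on their plate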;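 also: 0% = DMSO-treated cells in low-serum medium and 100% = 10% serum control; some compounds called inactive have numbers as strong as hits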
SENP8 block-1: blocks the human protease SENP8. Q96LD8. purified SENP8, Z-RLRGG-aminoluciferin cleavage, luminescence. inhibition, % at 10 µM. 330,000 tested, 1.2% active. AID 2540; in the data active = inhibition above about 50%
Target sequence (Q96LD8 whole entry, looked up): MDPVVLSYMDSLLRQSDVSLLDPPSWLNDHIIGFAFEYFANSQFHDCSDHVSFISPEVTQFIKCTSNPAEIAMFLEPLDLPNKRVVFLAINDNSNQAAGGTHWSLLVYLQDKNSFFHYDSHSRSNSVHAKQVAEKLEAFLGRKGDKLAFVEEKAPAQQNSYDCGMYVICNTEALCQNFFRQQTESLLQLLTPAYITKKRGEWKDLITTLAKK
PfGluPho inh: PfG6PD (Plasmodium falciparum) enzyme inhibition. 350,000 tested, 0.78% active. AID 504690. PfGluPho enzyme, NADPH resazurin-diaphorase fluorescence. inhibition, % at 20 µM;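 active = inhibition reaching at least a set limit at 20 µM in the primary screen, cut at about 59% in these data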;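 also: 0% = DMSO wells with substrate and 100% = DMSO wells lacking glucose-6-phosphate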
HKDC1 inhibitor: HKDC1 (human) hexokinase inhibition | Q2TB90 | recombinant HKDC1, G6PDH/diaphorase resazurin coupled fluorescence | inhibition, % at 20 µM | 340,000 tested, 0.16% active | AID 493160;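 active = inhibition above about 35% when tested at 20 µM, limit read from the data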;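 also: plate controls were DMSO wells with enzyme for no effect and DMSO wells lacking enzyme for full effect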
Target sequence (Q2TB90 whole entry, looked up): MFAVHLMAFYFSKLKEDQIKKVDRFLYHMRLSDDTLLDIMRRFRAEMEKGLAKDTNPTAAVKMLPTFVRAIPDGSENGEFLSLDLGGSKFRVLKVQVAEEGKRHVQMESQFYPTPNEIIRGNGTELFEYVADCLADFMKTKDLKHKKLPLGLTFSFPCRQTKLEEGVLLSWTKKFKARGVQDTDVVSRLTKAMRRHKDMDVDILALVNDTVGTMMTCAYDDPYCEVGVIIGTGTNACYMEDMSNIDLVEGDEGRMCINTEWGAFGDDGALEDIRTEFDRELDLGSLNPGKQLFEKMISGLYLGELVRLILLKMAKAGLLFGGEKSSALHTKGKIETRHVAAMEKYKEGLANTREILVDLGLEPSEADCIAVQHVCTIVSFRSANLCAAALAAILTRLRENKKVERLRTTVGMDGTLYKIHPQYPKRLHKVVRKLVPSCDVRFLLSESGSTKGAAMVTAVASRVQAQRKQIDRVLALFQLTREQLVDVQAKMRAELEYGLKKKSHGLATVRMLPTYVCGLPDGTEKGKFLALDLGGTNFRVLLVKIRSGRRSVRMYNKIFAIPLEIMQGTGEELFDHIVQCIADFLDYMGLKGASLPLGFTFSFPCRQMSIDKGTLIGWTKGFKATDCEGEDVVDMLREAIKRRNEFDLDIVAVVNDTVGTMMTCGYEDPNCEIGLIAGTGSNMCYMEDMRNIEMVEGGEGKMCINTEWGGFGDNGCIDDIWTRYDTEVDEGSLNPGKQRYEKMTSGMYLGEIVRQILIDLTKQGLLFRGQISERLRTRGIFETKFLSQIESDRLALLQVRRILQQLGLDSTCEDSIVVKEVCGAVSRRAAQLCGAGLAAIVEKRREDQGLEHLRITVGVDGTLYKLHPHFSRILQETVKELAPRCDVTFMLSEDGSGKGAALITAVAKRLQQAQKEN
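Test system: recombinant HKDC1 (HK5) hexokinase enzyme, produced in-house / Doses: 20 µM test compound, 1% DMSO / Timing: 90 min, room temperature / Detection: G6PDH/diaphorase-coupled fluorescence, 1 mM NADP, 100 µM resazurin, 525/613 nm / Control set: DMSO wells with and without enzyme mix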
SENP8 block-2: SENP8 (human) protease inhibition | recombinant SENP8, Nedd8 substrate fluorescence | inhibition, % at 20 µM | 360,000 tested, 0.64% active | AID 602440; in the data active = inhibition mostly above about 40%, no sharp cut-off; inactive = mostly below about 27%
SENP1 inh: blocks the human SENP1 SUMO protease catalytic domain | 360,000 tested, 0.21% active | Q9P0U3 | recombinant SENP1 catalytic domain, CyPet-SUMO1-YPet FRET cleavage | inhibition, % at 10 µM;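 active = inhibition at least 30% at 10 µM, raw YFP signal under a set limit, fluorescence ratio 0.5 to 1.5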;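 also: 0% = enzyme with DMSO and 100% = no enzyme wells; some results filed as inactive read as strong as hits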
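Compound: 10 µM single point, 0.5% DMSO; Test system: hSENP1 catalytic domain, recombinant; Timing: 50 min reaction at room temperature; Technique: FRET, CFP and YFP emission; Control set: no-enzyme wells low, DMSO-plus-enzyme wells high control.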
UBC13 inh: inhibitors of human UBC13 polyubiquitin chain formation; 330,000 tested, 0.47% active; inhibition, % at 20 µM; TR-FRET; in the data active = inhibition above about 45%, passing the limit was not always enough
SENP7 inh: SENP7 protease inhibition; recombinant SENP7, Z-RLRGG-aminoluciferin luminescence, 40 min; 330,000 tested, 1.5% active; inhibition, % at 5 µM; Q9BQF6;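 active = inhibition above about 50% at the single test dose, limit read from the data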;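 also: plate controls were DMSO with enzyme for no effect and no enzyme buffer wells for full effect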
SENP6 block: SENP6 protease inhibition. Recombinant SENP6 catalytic domain, aminoluciferin luminescence. 330,000 tested, 1.8% active. AID 2599. inhibition, % at 10 µM;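 active = inhibition above about 50% at the single tested dose, limit read from the data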;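 also: plate controls were DMSO wells with enzyme for no effect and DMSO wells lacking enzyme for full effect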
* hit, by the source's call; i = inactive; · = no result given.

SMILES | MIN6 prolif | SENP8 block-1 | PfGluPho inh | HKDC1 inhibitor | SENP8 block-2 | SENP1 inh | UBC13 inh | SENP7 inh | SENP6 block
O=C(COC(=O)CCS(=O)(=O)c1ccc(Cl)cc1)NC1CCCCC1 | -0.4 | 0.8 | -3.5 | 0.4 | 10.4 | 0.0 | 9.8 | 1.8 | -6.3
Cc1ccc(-c2nnc(SCC(=O)NC3CC3)n2N)cc1 | -2.5 | -2.0 | 0.4 | -9.2 | 28.4 | 1.1 | -19.0 | 2.6 | -16.9
COc1ccc(N2CCN(C(=O)C(=O)c3c[nH]c4ccccc34)CC2)cc1 | 2.8 | -3.0 | -2.9 | -4.7 | 23.0 | 0.7 | -6.4 | -1.2 | -1.1
O=C(CCNS(=O)(=O)c1ccccc1C(F)(F)F)NCCCN1CCOCC1 | -0.8 | -5.2 | -10.8 | -6.1 | 7.0 | -2.0 | 3.2 | 1.4 | -4.5
O=C(O)c1ccc(N/N=C/c2cccc(F)c2)cc1 | 0.0 | 97.2* | 37.2 | -5.9 | -63.7 | -29.0 | -3.9 | 84.3* | 100.2*
CN(C)S(=O)(=O)N1CCC(Oc2ccc(C(=O)NCc3cnn(C)c3)cc2)CC1 | -0.5 | -1.7 | -8.8 | 0.6 | 8.0 | -1.6 | -0.4 | 5.3 | -21.0
C#CCn1c(S(=O)(=O)Cc2ccc(C)cc2)nc(-c2ccccc2)c1-c1ccccc1 | -5.8 | 9.9 | 7.8 | 4.2 | 16.6 | 2.0 | -7.2 | -3.5 | 0.5
CC(OC(=O)c1ccc(Cl)nc1)C(=O)NC1(C#N)CCCCC1 (stereo not drawn) | -3.1 | -9.5 | -10.9 | -6.5 | -3.8 | 0.0 | 1.7 | -6.8 | -14.5
CNS(=O)(=O)c1cccc(C(=O)OCc2cc(=O)oc3c(C)c(O)ccc23)c1 | -2.8 | 3.3 | 6.6 | 4.2 | -220.7 | -82.8 | 3.5 | -3.8 | 0.2
Cc1cc(C)n(-c2nc(SCC(=O)N3CCCC3)c3c4c(sc3n2)CCCC4)n1 | -1.8 | -8.4 | 14.8 | 1.4 | -12.6 | 1.4 | -3.4 | -6.4 | -19.1
S=C(NC1CC1)N1CCCc2ccccc21 | 1.2 | -7.5 | -15.9 | 1.2 | 4.6 | 0.2 | -1.5 | -7.4 | -14.5
O=C(c1ccc(Cn2cc(Br)cn2)o1)n1cccn1 | -1.7 | 0.5 | -4.7 | -12.8 | 7.5 | 4.7 | -4.3 | -2.5 | -17.9
CCOC(=O)c1sc(NCCNc2nc(C)c(C(=O)OCC)s2)nc1C | -3.8 | 14.5 | 16.2 | 8.7 | · | · | -2.3 | -1.9 | -0.2
CC(C)(C)N(Cc1ccccc1)C(=O)COC(=O)CNS(=O)(=O)c1ccc2ccccc2c1 | -3.6 | -6.3 | 2.9 | -1.8 | -6.5 | 1.3 | 10.0 | -0.7 | -1.7
Cc1cccc(Oc2sc(C(=O)c3ccccc3)c(N)c2C#N)c1C | -4.2 | -8.3 | 0.1 | -0.3 | 9.3 | -0.5 | -7.1 | 9.5 | -4.4
CCn1c(SCC(=O)NC2CCCCC2)nnc1C(C)NC(=O)c1ccccc1F (stereo not drawn) | -0.9 | -0.2 | -17.8 | -7.7 | 5.4 | -9.6 | 2.5 | -3.6 | -24.7
Cc1ccc(C(=O)CNc2ccc(F)cc2)cc1 | -0.1 | 1.1 | -10.4 | 4.6 | 25.6 | 1.4 | -7.7 | 0.6 | 6.0
CC(C)[C@H](N)c1nnc(SC/C=C/c2ccccc2)o1 | -1.6 | -0.4 | 6.2 | -4.6 | 12.3 | 1.2 | -4.1 | -0.5 | -6.6
Cc1cccc(NC(=S)Nc2ccccn2)c1 | -2.6 | -1.7 | 2.4 | 0.0 | 1.8 | -1.9 | 1.7 | 8.6 | -4.5
Cc1cccc2cc(C3CC(c4ccco4)=NN3S(C)(=O)=O)c(Cl)nc12 (stereo not drawn) | -3.3 | -0.2 | 9.7 | -0.7 | 18.9 | 0.0 | 11.2 | 4.8 | -16.4
Cc1ccc(NC(=O)CSc2ncc3ccccn23)cc1 | -2.9 | -5.0 | -7.0 | 4.0 | 0.3 | -2.3 | 28.1 | 1.8 | -24.4
CCCCn1c(N)c(N(CC(C)C)C(=O)c2cc3ccccc3cc2OC)c(=O)[nH]c1=O | · | · | 12.2 | 1.1 | -31.5 | -1.0 | · | · | ·
Cc1ccc(OS(=O)(=O)c2ccc(N3C(=O)CCC3=O)cc2)cc1 | -1.0 | 1.6 | 4.8 | 4.4 | 14.6 | 0.5 | 5.3 | 2.9 | -9.8
CCOc1ccc(-c2csc3ncn(-c4ccc(OC)cc4)c(=O)c23)cc1 | -2.7 | 2.9 | 8.1 | -0.6 | -25.5 | 0.9 | 3.7 | 0.4 | 8.4
O=C(Nc1cccc(-c2ccc(F)cc2)c1)C1CCCN(Cc2cccnc2)C1 (stereo not drawn) | -4.1 | -10.8 | -3.6 | 1.0 | 19.1 | -1.3 | 2.5 | -8.6 | -12.2

Other entries:
SMILES | MIN6 prolif | SENP8 block-1 | PfGluPho inh | HKDC1 inhibitor | SENP8 block-2 | SENP1 inh | UBC13 inh | SENP7 inh | SENP6 block
O=C(Nc1ccc(N2CCCCCC2)cc1)c1ccccc1Cl | -2.5 | 23.5 | 2.5 | 14.1 | 14.3 | -1.6 | -3.0 | -1.9 | 21.4
Cc1ccc2cc(C#N)c(N3CCCC3)nc2c1C | 0.3 | 0.8 | 11.0 | 15.1 | i | -95.0 | 11.6 | -4.2 | -8.3
COc1ccc(NC2CC(=O)N(c3ccc(C(=O)O)cc3)C2=O)cc1 (stereo not drawn) | -1.3 | 3.7 | -8.4 | -5.3 | 11.4 | 3.8 | -11.0 | -1.2 | 3.2
C=C1CCN([C@H](C(=O)NCc2ccco2)C(C)C)S(=O)(=O)c2ccccc21 | 4.1 | -8.6 | 1.8 | 2.3 | 16.1 | 0.4 | -6.1 | 1.0 | -6.1
CCOc1ccccc1C(=O)n1nc2nc(C)cc(C)c2c1N | -2.6 | -8.0 | 9.9 | -10.3 | 18.5 | 4.1 | -16.1 | -2.3 | 5.9
CC(C)[C@H](NC(=O)c1ccco1)C(=O)Nc1ccc(OC(F)F)cc1 | -3.3 | 0.0 | -32.9 | 0.3 | 6.0 | 2.7 | 7.2 | -4.8 | -4.7
CCOC(=O)N1CCN(S(=O)(=O)c2ccc(C(=O)Nc3nnc(CC)o3)cc2)CC1 | -2.6 | -6.9 | -16.3 | 9.7 | 7.4 | 0.7 | -24.0 | -1.2 | -1.8
C=CCOc1ccc(/C=C/C(=O)N2CCCN(S(=O)(=O)c3c(C)noc3C)CC2)cc1 | 1.0 | -12.9 | 21.3 | 4.7 | 5.3 | 1.5 | -0.3 | 1.6 | -13.3
COC(=O)[C@]1(C)N[C@H](c2ccc(-c3cccc(Cl)c3)c(OC)c2)[C@@H]2C(=O)N(C)C(=O)[C@@H]21 | -1.6 | -0.6 | 6.5 | 6.7 | -229.1 | -3.2 | 13.7 | 5.2 | 6.2
CN1CCN(c2ccc(S(=O)(=O)N3CCCCC3)cc2NC(=O)CCc2ccccc2)CC1 | -1.8 | 5.2 | -6.4 | -3.3 | 15.1 | 1.0 | 21.0 | -0.5 | -20.0
CCC(C)COC(=O)C(C#N)c1nc2ccccc2nc1N1CCCCC1 (stereo not drawn) | -6.6 | -5.5 | 29.1 | 9.4 | -74.2 | -33.9 | -34.7 | -11.5 | -7.5
COc1cccc(NC(=O)c2ccc3nsnc3c2)c1 | 0.0 | 43.5 | 23.8 | 1.4 | -13.0 | 0.2 | -6.0 | 60.1* | 63.2*
O=C(CN(Cc1ccccc1Cl)C(=O)c1csnn1)NCc1ccccc1 | -1.2 | 1.6 | 29.4 | -1.6 | 16.7 | 2.9 | 7.3 | 0.1 | 2.5
Cc1ccc(C)c(N(CC(=O)Nc2ccc(-c3nc4ccc(C)cc4s3)cc2)S(C)(=O)=O)c1 | 0.0 | -2.7 | 7.3 | -4.5 | -417.4 | -54.7 | 21.8 | 3.0 | -14.0
Cn1nc(C(F)(F)F)c(C#N)c1N1CCN(c2ccccc2F)CC1 | -5.8 | -2.3 | -10.8 | -2.1 | 12.3 | -0.4 | 4.0 | 6.0 | -0.7
CC(C)(C)NC(=O)CN(C(=O)CS(=O)CC(=O)Nc1ccc(F)cc1)c1ccccc1 (stereo not drawn) | -1.6 | -1.1 | 1.3 | -8.6 | 14.8 | 0.1 | -0.9 | -9.1 | -8.9
O=C(O)Cc1ccc(O)c(O)c1 | -2.9 | -11.9 | 47.5 | -6.8 | 5.3 | 1.1 | -10.2 | 2.6 | -2.3
O=c1c2ccccc2nc(-c2ccccc2)n1CCCn1ccnc1 | -3.1 | -0.6 | 3.8 | -6.9 | 22.3 | 0.3 | -7.9 | -5.7 | -7.9
Cc1ccc(NC(=O)C2CC2c2ccccc2)cc1 (stereo not drawn) | 0.3 | -5.4 | 7.1 | -4.9 | 30.9 | 1.7 | -2.5 | 1.7 | -6.5
C=CCn1c(CSCc2ccc(F)cc2)n[nH]c1=S | -2.5 | -3.6 | 21.7 | -4.1 | 8.0 | 2.6 | -5.0 | 9.5 | 24.7
COc1ccc(OC)c(NC(=O)CN(c2ccc(C(C)C)cc2)S(=O)(=O)c2c(C)noc2C)c1 | -7.5 | -0.9 | 25.7 | 2.5 | 4.7 | 4.9 | 3.1 | 8.0 | -8.0
COc1cccc(N2CCN(C(=O)Cn3c(=O)oc4ccccc43)CC2)c1 | -1.0 | -4.8 | -18.7 | -1.0 | 8.2 | 1.6 | -2.6 | 3.6 | 5.6
COc1ccc(C(=O)C2CCN(C(=S)NCC3CCCO3)CC2)cc1 (stereo not drawn) | -3.8 | -4.3 | -11.1 | -5.8 | 10.6 | 1.4 | -8.8 | -3.7 | -30.2
CC(C)(C)C(=O)N1CCCC1C(=O)O (stereo not drawn) | -0.5 | -3.6 | 0.3 | -4.8 | 20.1 | 0.6 | -4.7 | 4.0 | -11.2
O=C(Cc1ccc2c(c1)OCCO2)N1CCN(c2ccccc2)CC1 | -1.2 | 5.9 | -12.1 | 1.0 | 15.9 | -2.3 | 5.6 | 6.9 | 5.0
COc1ccc2nc(NC(=O)c3ccc4ncsc4c3)sc2c1 | -3.4 | -9.0 | 46.1 | -3.3 | -337.3 | -166.6 | 2.9 | -12.0 | -15.5
CCN(CC)S(=O)(=O)c1ccc(Oc2ccccc2OC)cc1 | -3.3 | -14.3 | -12.6 | -4.1 | 26.6 | 0.9 | -11.7 | -8.5 | 27.2
COc1ccccc1NC(=O)CC(=O)c1ccccc1 | -1.6 | -12.3 | -3.7 | -3.6 | 15.2 | 1.9 | -4.1 | -5.2 | -17.1
OC(CNCCc1ccccc1)c1ccccc1 (stereo not drawn) | -0.7 | -7.6 | -5.5 | -7.8 | 16.6 | 0.3 | 1.4 | -1.1 | -7.7

3 compounds from above, arranged by SMILES length, descending.
SMILES | MIN6 prolif | SENP8 block-1 | PfGluPho inh | HKDC1 inhibitor | SENP8 block-2 | SENP1 inh | UBC13 inh | SENP7 inh | SENP6 block
COC(=O)[C@]1(C)N[C@H](c2ccc(-c3cccc(Cl)c3)c(OC)c2)[C@@H]2C(=O)N(C)C(=O)[C@@H]21 | -1.6 | -0.6 | 6.5 | 6.7 | -229.1 | -3.2 | 13.7 | 5.2 | 6.2
O=C(CCNS(=O)(=O)c1ccccc1C(F)(F)F)NCCCN1CCOCC1 | -0.8 | -5.2 | -10.8 | -6.1 | 7.0 | -2.0 | 3.2 | 1.4 | -4.5
Cc1ccc(NC(=O)CSc2ncc3ccccn23)cc1 | -2.9 | -5.0 | -7.0 | 4.0 | 0.3 | -2.3 | 28.1 | 1.8 | -24.4
